Assay outcomes: PubChem, several laboratories
LAP4 TOR yeast = alters LAP4-GFP fluorescence in TOR pathway yeast screen; S. cerevisiae LAP4-GFP multiplex, flow cytometry GFP, 3 h; median GFP as percent of DMSO wells; GFP response vs DMSO, % at 10 µM; hit rate 0.34% among 320,000; AID 2023;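 active = GFP response vs DMSO above a set limit, about the screen mean plus 3 SD, cut at about 150% in these data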
procasp7 counter = activates human procaspase-7, counter-screen for procaspase-3 activators | AID 463210 | hit rate 0.093% among 330,000 | activation, % at 8.5 µM | recombinant procaspase-7, Ac-DEVD-pNA absorbance 405 nm; D23A/D198A/D206A triple mutant, cannot self-cleave; scale: DMSO 0, 5 µM enzyme 100;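 active = percent activation above the screen-wide mean plus 3 SD, cut at about 25% in these data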
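Test system: Procaspase-7 triple mutant (PC-7 D3A). Also added: Ac-DEVD-pNA substrate, 400 µM as added. Schedule: 1 h enzyme–compound preincubation and 2 h substrate reaction, both 25 °C. Signal: p-Nitroaniline absorbance at 405 nm, read at 0 and 120 min. Control set: low DMSO alone, high DMSO plus 5 µM PC-7.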
ZTA counter = ZTA (EBV) inhibition in EBNA-1 counter-screen | hit rate 0.15% among 320,000 | P03206 | AID 2234 | ZTA-DNA binding, fluorescence polarization | inhibition, % at 11 µM; in the data active = inhibition above about 33%
AHR activator = activates the human aryl hydrocarbon receptor | P35869 | AHR-responsive luciferase reporter cells, luminescence | activation, % at 5 µM | hit rate 2.5% among 320,000 | AID 2796; in the data active = activation above about 47%;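 note: 0% = vehicle wells and 100% = reference agonist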
MEP2 TOR yeast = yeast TOR pathway MEP2-GFP modulation; S. cerevisiae MEP2-GFP strain, flow cytometry GFP, 3 h; 100% = DMSO control level; GFP response vs DMSO, % at 10 µM; hit rate 0.51% among 330,000; AID 2016;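 active = GFP response versus DMSO above a set limit, roughly screen mean plus 3 SD, cut at about 180% in these data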;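 note: median GFP fluorescence of the barcode-gated MEP2-GFP cells per well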
procasp3 activ = activators of human procaspase-3; P42574; recombinant procaspase-3 D3A, Ac-DEVD-pNA absorbance 405 nm; activation, % at 8.5 µM; hit rate 0.11% among 330,000;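 active = activation above the mean of all tested compounds plus 3 SD, cut at about 21% in these data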;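 note: 0% = DMSO alone and 100% = DMSO wells spiked with extra 5 µM PC-3 D3A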
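Test system: Procaspase-3 D3A mutant, all three cleavage aspartates alanine | Dosing: Single dose, 8.5 µM nominal compound, 0.8% DMSO | Schedule: 1 h preincubation, 2 h reaction | Technique: 405 nm absorbance of p-nitroaniline, reads at 0 and 120 min | Repeats: One well per compound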
EBNA-1 inh = blocks EBNA-1 binding to DNA. AID 1950. inhibition, % at 14.8 µM. EBNA-1 DNA binding, fluorescence polarization. hit rate 0.34% among 300,000; in the data active = inhibition above about 28%
RPL19A-GFP yeast = alters RPL19A-GFP fluorescence in TOR pathway yeast screen | AID 2025 | hit rate 0.3% among 330,000 | percent response vs DMSO, % at 10 µM | S. cerevisiae RPL19A-GFP strain, flow cytometry, 3 h; hits give low values;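 active = percent response vs DMSO below 50%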;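 note: median channel GFP fluorescence of the barcoded RPL19A-GFP strain; ratio of sample median GFP to plate DMSO average so 100% = DMSO; lower means less RPL19A-GFP as with rapamycin TOR inhibition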
The depositor's hits bear a star; x = not tested or not shown.

SMILES	LAP4 TOR yeast	procasp7 counter	ZTA counter	AHR activator	MEP2 TOR yeast	procasp3 activ	EBNA-1 inh	RPL19A-GFP yeast
Cn1c(Sc2ccc(Cl)cc2)c(C=O)c2ccccc21	124.7	3.1	-10.7	3.0	101.2	6.9	-1.6	110.4
COC(=O)C1N[C@@H]([C@@H](NC(=O)COc2ccccc2)C(=O)NC2CC2)SC1(C)C (stereo partly specified)	125.7	-0.3	17.3	0.6	95.5	15.8	3.6	104.5
Cc1nn(CC(=O)NCc2ccc(OC(C)C)cc2)c(=O)c2cc3occc3n12	100.4	9.1	1.9	2.4	107.0	-3.4	10.2	108.1
COc1ccc2cc(-c3ccccc3)c(=O)oc2c1	124.8	4.8	-6.9	-4.9	97.1	6.0	-11.7	100.0
O=C(NCCCN1CCCC1=O)c1sc2ccccc2c1Cl	92.9	2.4	9.6	3.8	101.1	-0.2	-5.7	102.9
CC(C)(C)C1=C[C@@H](CO)C[C@@H](CO)C1	97.2	13.7	-3.9	1.4	103.6	4.6	4.0	102.3
CCN(CC)C(=O)Cn1cc(S(=O)(=O)CC(=O)NCc2ccccc2)c2ccccc21	84.9	-2.3	2.0	-0.1	102.9	8.6	3.7	103.7
CCc1cc(N2CCOCC2)cc2c1[nH]c1ccccc12	91.7	-14.3	-7.7	38.6	96.5	-6.6	1.2	98.4
Cn1c(NC(=O)c2cccs2)c(-c2cccs2)c(=O)c2ccccc21	103.7	-2.0	19.2	9.1	100.1	-1.6	3.0	100.8
Cn1c(=O)n(CCCO)c(=O)c2c1nc1n2CCCN1Cc1ccccc1	100.6	6.8	0.3	6.5	99.8	-0.6	0.1	98.7
COc1ccc(C(OC(=O)c2ccco2)C(=O)NC2CCCCC2)cc1 (stereo unspecified)	91.2	0.6	0.3	-0.9	101.8	7.5	-0.3	99.5
CC(=O)Oc1c(Cl)cc(N(C(C)=O)S(=O)(=O)c2ccccc2)c2ccccc12	92.3	0.5	4.5	27.8	92.4	-2.6	8.7	93.5
CCC1(C)OCC(Cn2c3ccccc3c3ccccc32)O1 (stereo unspecified)	110.4	1.6	14.7	6.0	103.8	0.6	0.1	107.5
CCN(Cc1ccccc1)C(=O)CN1C(=O)c2ccccc2C1=O	99.3	3.4	10.4	2.9	102.7	3.2	2.0	105.0
CN(C(=O)COC(=O)c1ccccc1SCC(=O)N1CCCC1)c1ccccc1	95.9	-3.2	-22.6	3.4	103.1	9.2	-6.5	95.1

Reprinted at random: 2 entries already listed, in no set order.
SMILES	LAP4 TOR yeast	procasp7 counter	ZTA counter	AHR activator	MEP2 TOR yeast	procasp3 activ	EBNA-1 inh	RPL19A-GFP yeast
Cn1c(Sc2ccc(Cl)cc2)c(C=O)c2ccccc21	124.7	3.1	-10.7	3.0	101.2	6.9	-1.6	110.4
O=C(NCCCN1CCCC1=O)c1sc2ccccc2c1Cl	92.9	2.4	9.6	3.8	101.1	-0.2	-5.7	102.9

Remaining list, next part.
SMILES	LAP4 TOR yeast	procasp7 counter	ZTA counter	AHR activator	MEP2 TOR yeast	procasp3 activ	EBNA-1 inh	RPL19A-GFP yeast
O=C(/C=C/c1ccc(F)cc1)NC(=S)NC1CCCCC1	114.7	4.9	-4.6	6.8	101.8	-15.2	3.3	95.3
COc1ccc2oc(C(=O)OCC(=O)NC(=O)c3ccccc3)c(C)c2c1	99.0	6.1	21.0	2.8	98.4	8.1	10.0	98.2
Cc1ccc(S(=O)(=O)C2C(=O)NC3(C)CC2c2ccccc2O3)cc1 (stereo unspecified)	89.3	3.5	7.5	3.3	97.8	2.1	-4.8	107.4
CCOc1ccc(NC(=O)CN2CCN(CC(=O)Nc3ccc(Cl)c(C(F)(F)F)c3)CC2)cc1	99.4	-1.0	-4.5	0.9	107.3	-5.5	4.9	92.6
CC1CCCC(NC(=O)COC(=O)c2ccc([N+](=O)[O-])o2)C1C (stereo unspecified)	100.2	2.2	x	-0.9	111.4	-5.3	x	98.9
CNc1ccc(OC)cc1-n1cnc(-c2ccc([N+](=O)[O-])cc2)c1	93.1	-8.3	-9.2	21.9	105.7	6.7	-5.3	107.5
COc1ccc(CCC(=O)N2CCN(c3ccccc3)CC2)cc1OC	92.6	0.7	18.9	0.7	107.9	5.1	-3.1	104.1
COc1cc(S(=O)(=O)NCc2ccc(F)cc2)ccc1-n1cnnn1	85.6	-8.3	-13.5	-1.1	94.2	-1.5	-0.6	99.5
COC(=O)CCC(=O)NNC(=O)c1ccc([N+](=O)[O-])cc1	90.4	0.1	-4.0	0.6	88.8	3.1	-6.0	90.5
Cc1csc(Sc2ccc([N+](=O)[O-])cc2C(=O)OCC(=O)NC(=O)NC(C)(C)C)n1	97.2	11.6	7.1	0.6	103.8	-5.0	2.8	93.5
Cc1cc(=O)n2c(sc3ccccc32)c1C#N	90.8	-14.7	-9.0	-2.8	103.5	-9.6	-12.6	97.4
CC(Sc1ccccc1)C(=O)NN=C1CCCC1 (stereo unspecified)	96.7	0.6	-7.2	1.1	98.1	-0.4	-5.5	92.9
Cc1cc(C)n(-c2ccc(C(=O)Nc3nnc(C)s3)cc2)n1	107.7	3.1	-1.8	-0.3	105.3	-1.6	3.6	101.8
C=CCN1CCN(C(=O)CSc2ccccc2)CC1	96.0	4.8	-23.8	3.8	106.1	1.6	-3.0	101.2
CN(C(=O)CN1C(=O)NC2(CCc3ccccc32)C1=O)C1CCS(=O)(=O)C1 (stereo unspecified)	92.7	6.2	-7.4	8.2	95.1	-3.9	-17.2	92.0
Cn1[nH]c(-c2ccccc2)c(/C=N/O)c1=O	100.7	8.4	4.3	1.4	102.2	-4.5	-15.0	100.8
Cc1c(C)c2c(OCC(=O)N3CCC[C@H]3C(=O)O)cc3c(c2oc1=O)CCC(C)(C)O3	105.8	4.7	-9.6	1.6	101.9	2.7	2.8	96.7
Cc1ccc(S(=O)(=O)Nc2nc3ccc(S(=O)(=O)N4CCCC4)cc3s2)cc1	104.1	4.5	7.8	-0.3	106.1	6.5	1.5	97.0
CCN(CC(=O)Nc1ccc2c(c1)OCCO2)C(=O)c1cc(=O)[nH]c2ccccc12	92.4	8.3	1.6	2.1	96.4	-8.7	4.1	94.4
CC(=O)c1ccc(-c2cc([C@H]3[C@H]4C=CC[C@@H](C)[C@@H]4C(=O)N3Cc3ccccc3)ccc2F)cc1	94.1	5.3	14.2	2.9	102.5	2.6	9.2	99.5
Cc1occc1C(=O)NNS(=O)(=O)c1ccc(Cl)cc1	101.7	9.3	-7.2	14.8	100.1	6.2	7.5	102.3
CS(=O)(=O)N1CCC(Oc2ccccc2C(=O)NC(C2CC2)C2CC2)CC1	77.9	-4.6	5.9	0.1	88.2	-6.6	-0.2	97.0
O=C(CC1SC(=O)N(c2ccccc2)C1=O)Nc1ccc(Br)cc1 (stereo unspecified)	128.0	-7.4	-4.2	0.0	96.1	-0.5	-7.7	89.7
C/C=C/C=C/C(=O)OC(C)C(=O)Nc1cc([N+](=O)[O-])ccc1OC (stereo unspecified)	112.6	-1.5	4.0	1.0	103.9	4.3	-12.1	96.8
O=C(NCc1n[nH]c(=O)c2ccccc12)C1CC(=O)N(c2ccccc2)C1 (stereo unspecified)	94.2	-2.0	-13.2	1.3	105.1	8.5	-8.2	112.7
COCCn1c(Br)nc2c1c(=O)n(C)c(=O)n2C	104.9	5.2	-11.2	-0.4	98.6	1.2	-5.2	95.6
CC(=O)c1cccc(OCc2cc(C(=O)NCCC3=CCCCC3)no2)c1	87.3	17.8	15.9	8.2	101.4	-4.1	4.1	104.5
COc1ccc(CNC(=O)c2cc(=O)c3ccccc3o2)cc1	91.1	-3.6	-0.6	7.2	99.7	6.7	4.3	95.4
CCCCc1nnc(NC(=O)c2nc3nccc(C)n3n2)s1	122.7	-2.2	1.9	1.5	214.5*	4.9	-0.8	98.0
CC1Cc2ccccc2N1C(=O)COc1nc2ccccc2nc1N1CCOCC1 (stereo unspecified)	100.2	-2.3	-16.7	2.7	105.0	-12.7	3.9	100.8

Among those listed so far, five have a furan ring, fused or not.
SMILES	LAP4 TOR yeast	procasp7 counter	ZTA counter	AHR activator	MEP2 TOR yeast	procasp3 activ	EBNA-1 inh	RPL19A-GFP yeast
Cc1nn(CC(=O)NCc2ccc(OC(C)C)cc2)c(=O)c2cc3occc3n12	100.4	9.1	1.9	2.4	107.0	-3.4	10.2	108.1
COc1ccc(C(OC(=O)c2ccco2)C(=O)NC2CCCCC2)cc1 (stereo unspecified)	91.2	0.6	0.3	-0.9	101.8	7.5	-0.3	99.5
COc1ccc2oc(C(=O)OCC(=O)NC(=O)c3ccccc3)c(C)c2c1	99.0	6.1	21.0	2.8	98.4	8.1	10.0	98.2
CC1CCCC(NC(=O)COC(=O)c2ccc([N+](=O)[O-])o2)C1C (stereo unspecified)	100.2	2.2	x	-0.9	111.4	-5.3	x	98.9
Cc1occc1C(=O)NNS(=O)(=O)c1ccc(Cl)cc1	101.7	9.3	-7.2	14.8	100.1	6.2	7.5	102.3

Later entries.
SMILES	LAP4 TOR yeast	procasp7 counter	ZTA counter	AHR activator	MEP2 TOR yeast	procasp3 activ	EBNA-1 inh	RPL19A-GFP yeast
CCCN(CC(=O)NC(=O)NC1CCCCC1)CC(=O)Nc1cc(Cl)ccc1Cl	94.8	-2.4	-10.7	1.2	97.6	-4.3	x	94.0
O=C(O)CC(CC(=O)Nc1ccc(-n2ccc(C(F)(F)F)n2)cc1)c1ccccc1 (stereo unspecified)	112.8	5.7	-3.0	-1.9	105.8	-3.4	-3.3	99.2
CC(C)C[C@H](NC(=O)N1CCn2c1nc1ccccc12)C(=O)NCCc1ccccc1	93.0	2.5	-9.9	3.2	105.2	6.4	1.7	101.6
CC1CCCCC1NC(=O)CSc1nnnn1-c1ccccc1 (stereo unspecified)	100.0	0.3	0.0	0.0	96.1	5.6	-5.0	99.0
COc1ccc(C)c2sc(=NC(=O)c3ccc(C(C)=O)cc3)n(C)c12	101.2	4.8	-2.5	22.7	114.9	8.5	6.8	92.0
COc1cccc(-n2c(SCC(=O)Nc3cc(C)on3)nc3ccccc3c2=O)c1	106.2	11.9	-10.8	-4.2	103.3	0.4	1.0	100.9
O=C(NNC(=O)c1cccc2ccccc12)c1ccccc1O	105.1	2.6	-7.2	21.9	106.4	3.9	6.4	103.4
Cc1ccc(-c2cc(Cc3ccncc3)c(=O)[nH]n2)cc1	93.4	2.4	-21.0	21.5	92.3	0.4	-2.1	93.9
COc1ccccc1CN(Cc1cc2cc(C)cc(C)c2[nH]c1=O)Cc1nnnn1CC1CCCO1 (stereo unspecified)	98.4	2.3	9.3	11.8	100.3	-4.6	-20.1	94.9
O=C(C1=C[C@@H](c2csc3ccccc23)C[C@@H](OCCCCO)O1)N1CCN(Cc2ccc3c(c2)OCO3)CC1	130.3	-6.1	-1.2	2.8	96.7	1.9	-1.8	96.8
Cc1cc(N)n2nc(-c3ccccc3)cc2n1	91.8	3.6	-0.1	1.5	95.8	1.7	-9.8	95.1
O=C(CCC(=O)c1cccs1)c1cccs1	98.2	1.2	-9.3	4.8	98.2	-9.8	-5.9	100.0
Cc1[nH]nc(Nc2ccc(Br)cc2)c1[N+](=O)[O-]	108.6	-3.8	-7.6	125.1*	91.3	-2.0	-3.2	90.5
Cc1cc(-c2n[nH]c(=S)n2-c2ccccc2C)cs1	84.2	-10.3	7.7	5.6	95.9	-13.4	3.2	100.0
CCOc1ccc(C(=O)N2CCN(c3cccc(Cl)c3)CC2)cc1	86.2	3.4	-10.8	4.4	93.5	2.9	-10.8	95.2
